# Rpn11 block = blocks the human proteasome subunit Rpn11 | O00487 | human 26S proteasome, Ub4-pepOG fluorescence polarization; 20S core pre-blocked with epoxomicin | calls only at 20 µM | 360,000 tested, 0.59% active | AID 588493;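 active means inhibition at 20 µM, scaled to each plate's controls, above about 33%, limit read from the data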
# Target sequence (O00487 whole entry, looked up): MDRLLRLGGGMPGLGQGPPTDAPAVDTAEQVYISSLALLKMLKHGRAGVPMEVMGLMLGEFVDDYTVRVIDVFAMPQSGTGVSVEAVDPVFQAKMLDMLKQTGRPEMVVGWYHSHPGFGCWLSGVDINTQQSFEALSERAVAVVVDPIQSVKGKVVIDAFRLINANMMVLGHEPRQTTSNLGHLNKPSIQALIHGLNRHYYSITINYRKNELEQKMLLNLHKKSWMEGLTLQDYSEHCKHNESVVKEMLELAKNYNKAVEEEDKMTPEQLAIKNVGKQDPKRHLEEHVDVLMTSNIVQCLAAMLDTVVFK
# DNMT1 block = blocks human DNA methyltransferase DNMT1. P26358. 360,000 tested, 0.83% active. DNMT1 molecular beacon, Hinp1I cleavage, fluorescence. AID 588458. inhibition (reported as % activation of signal), % at 10 µM; in the data active means inhibition above about 50%
# SUMO1-SIM PPI = alters human SUMO1 binding to SIM partners; inhibition, % at 20 µM; SUMO1 binding to a labelled peptide, TR-FRET, 1 h; 360,000 tested, 0.33% active; in the data active means inhibition above about 37%
# MsrA inh = bovine MsrA inhibition; purified bovine MsrA, absorbance read-out; inhibition, % at 15.5 µM; 360,000 tested, 0.75% active; AID 651718; in the data active means inhibition above about 4.5%;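 further: 0% = vehicle wells with enzyme and 100% = reference inhibitor wells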
# Tb MetRS inh = blocks T. brucei methionyl-tRNA synthetase activity. purified T. brucei MetRS, ATP depletion, Kinase-Glo luminescence. inhibition, % at 11.9 µM. 360,000 tested, 0.4% active. AID 624268;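 active means inhibition above a per-plate cutoff of the control wells' mean inhibition plus 3 SD, cut at about 5.5% in these data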;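 further: 0% = DMSO wells median and 100% = median of wells with control inhibitor compound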
#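 Dosing: 11.9 µM compound single dose, 0.9% DMSO; Assay system: purified T. brucei MetRS enzyme; Measured by: Kinase-Glo luciferase luminescence reporting remaining unconsumed ATP; Schedule: 15 min plus 2 h at 25 °C.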
# CSN deneddyl inh = blocks human CSN-mediated cullin deneddylation; 360,000 tested, 0.38% active; Purified CSN, SCF-Nedd8-OG deneddylation, fluorescence polarization; Q92905; inhibition, % at 12.5 µM;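 active means pattern-corrected inhibition above about 35%, with an unprinted fluorescence ratio check between 0.5 and 1.5, limit read from the data, passing the limit was not always enough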;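 further: 0% = enzyme with substrate and 100% = substrate without enzyme; some results filed as inactive read as strong as hits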
# Target sequence (Q92905 whole entry, looked up, one chain of several): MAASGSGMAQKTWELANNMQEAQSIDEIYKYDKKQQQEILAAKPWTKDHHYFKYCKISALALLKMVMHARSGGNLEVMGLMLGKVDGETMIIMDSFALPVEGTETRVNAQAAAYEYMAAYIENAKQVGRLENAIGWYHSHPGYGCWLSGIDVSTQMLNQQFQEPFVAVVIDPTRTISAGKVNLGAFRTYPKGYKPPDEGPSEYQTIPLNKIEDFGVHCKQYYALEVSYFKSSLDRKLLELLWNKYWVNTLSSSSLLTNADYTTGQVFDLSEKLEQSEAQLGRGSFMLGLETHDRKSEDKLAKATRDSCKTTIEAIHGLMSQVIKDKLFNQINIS
#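 Material: purified human Csn5 enzyme expressed in HEK293T cells / Medium: Tris buffer pH 7.5, NaCl, DTT, Tween-20, trehalose, ovalbumin / Compound dosing: 12.5 µM single point / Schedule: 90 min incubation of compound, enzyme and substrate at room temperature / Signal: fluorescence polarization of the substrate / Control set: no-enzyme wells high, enzyme-with-substrate wells low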
# STEP inh = STEP (human) phosphatase inhibition | 360,000 tested, 0.25% active | recombinant STEP, OMFP fluorogenic substrate, fluorescence | P54829 | inhibition, % at 20 µM;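 active means inhibition at 20 µM, scaled per plate between control wells, above about 37%, limit read from the data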;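 further: 0% = DMSO with enzyme and substrate and 100% = substrate only without enzyme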
#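 Also added – OMFP at 25 µM · Test system – STEP tyrosine phosphatase · Technique – FITC-channel fluorescence of OMFP product · Schedule – 20 min at room temperature, dark · Evaluation – control-normalized % inhibition with plate pattern correction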
# LMPTP block = blocks human LMPTP phosphatase; P24666; 360,000 tested, 0.22% active; inhibition, % at 20 µM; AID 651560; recombinant LMPTP-A, OMFP fluorogenic substrate, fluorescence intensity;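 active means compounds that cut the enzyme signal by at least half of the control window in the single-dose screen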;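 further: plate controls were DMSO wells with enzyme plus substrate for no effect and substrate without enzyme for full effect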
# Target sequence (P24666 whole entry, looked up): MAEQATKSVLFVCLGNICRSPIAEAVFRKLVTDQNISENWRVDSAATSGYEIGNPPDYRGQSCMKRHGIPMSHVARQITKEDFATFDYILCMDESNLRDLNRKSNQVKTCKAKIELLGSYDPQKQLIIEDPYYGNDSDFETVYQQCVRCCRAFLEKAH
#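 Test system – LMPTP-A phosphatase enzyme · Quantity – 0.625 nM LMPTP-A final · Reagent – OMFP substrate, 400 µM final · Dosing – one test concentration per compound, 20 µM, with 3% DMSO overall · Timing – 50 min enzyme reaction at room temperature, protected from light · Detection – fluorescence intensity · Controls – substrate-only low control, DMSO enzyme-plus-substrate high control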
# NadD block = NadD (S. aureus) enzyme inhibition | 360,000 tested, 0.78% active | purified NadD enzyme, colorimetric absorbance read-out | inhibition, % at 20 µM | AID 602399; in the data active means inhibition above about 26%; further: some compounds past the cut are filed as inactive
# Scp-1 inhibitor = inhibitors of human Scp-1 phosphatase; Q9GZU7; Recombinant Scp1, phosphopeptide, malachite green phosphate absorbance; inhibition, % at 20 µM; 340,000 tested, 0.88% active; AID 493091;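 active means inhibition above about 50% at 20 µM, limit read from the data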;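 further: plate controls were DMSO wells with enzyme for no effect and wells lacking enzyme for full effect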
# Target sequence (Q9GZU7 76-261 limits assumed): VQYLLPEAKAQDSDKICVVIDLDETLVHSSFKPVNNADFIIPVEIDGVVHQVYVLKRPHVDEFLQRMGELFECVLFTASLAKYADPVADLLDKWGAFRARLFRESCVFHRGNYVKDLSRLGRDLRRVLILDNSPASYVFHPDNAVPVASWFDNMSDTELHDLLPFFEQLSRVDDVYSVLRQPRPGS
#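 System: truncated SCP-1 phosphatase (76-261aa); medium: Tris acetate buffer pH 5.5 with MgCl2 and Tween-20; incubation: 45 min room-temperature reaction, 5 min colour, 30 min stabiliser; compound: single 20 µM dose, 1% DMSO; reagent: Phosphorylated 17-residue peptide substrate; read-out: % inhibition at 20 µM; technique: colorimetric free-phosphate detection, absorbance 630 nm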
# Active calls of the source: *; i = inactive; x = not tested or not shown.
# Each structure is followed by: Rpn11 block	DNMT1 block	SUMO1-SIM PPI	MsrA inh	Tb MetRS inh	CSN deneddyl inh	STEP inh	LMPTP block	NadD block	Scp-1 inhibitor
> O=C(c1ccc(Br)cc1)N1CCN(Cc2ccccc2)CC1
 : i	-1	1	1.4	-1.3	-4	2	-2.1	-5	-2
> CC(NC(=O)C(=O)N1CCOCC1)C(c1cccs1)N1CCN(c2ccccc2)CC1 (configuration not stated)
 : i	1	-3	-0.2	-1.1	5	0	-0.3	-8	-4
> COCCN(CC(=O)NC1CCCCC1)C(=O)CCCC(=O)Nc1ccccn1
 : i	4	1	0.0	0.1	-2	1	-0.5	-6	1
> O=C(Nc1ccc2c(c1)OCO2)Nc1ccc2c(c1)OCO2
 : i	-15	-1	0.5	-0.5	7	-1	0.4	-4	1
> CCCCNC(=O)c1c(N)[nH]c(C(=O)c2ccccc2)c1-c1ccc(Cl)cc1
 : x	x	0	-0.1	-0.8	2	x	-1.3	15	x
> NS(=O)(=O)c1ccc(NC(=O)COC(=O)CCCN2C(=O)c3cccc4cccc(c34)C2=O)cc1
 : i	1	-31	1.2	-0.1	-3	-2	0.0	-2	0
> CC(C)C(=O)Nc1cccc(N2CCN(CCCN3C(=O)C4CCCCN4C3=O)CC2)c1 (configuration not stated)
 : i	13	-1	-1.5	0.0	3	-5	2.2	-4	0
> CCOC(=O)N1CCN(Cc2cc(=O)oc3cc4c(cc23)CCC4)CC1
 : i	0	3	2.0	-0.1	4	1	-1.3	7	4
> Cc1ccc(-c2cc3nc(-c4ccccc4)cc(N)n3n2)cc1
 : i	6	-1	0.0	0.0	3	1	-0.2	6	8
> CCc1ccc(C2CC(c3ccc(C)cc3)Nc3nc(N)nn32)cc1 (configuration not stated)
 : i	-1	1	-0.5	-0.7	6	-2	-0.4	1	11
> N#Cc1c(Nc2ccccc2)[n+]([O-])c2ccc(Cl)cc2[n+]1[O-]
 : i	-8	-48	0.4	0.1	1	3	2.3	3	-13
> O=C(Cc1cccc(C(F)(F)F)c1)N1CCCC1
 : i	-2	2	0.5	-0.7	2	-2	-0.3	-6	6
> C=CCN1C=CC(=CC=C(C#N)C#N)C=C1
 : x	7	-59	-0.9	-0.3	91*	3	14	0	-14
> CC(C)(C)c1ccc(C(=O)N/C(=C/c2cccs2)C(=O)NCc2ccco2)cc1
 : i	-5	-13	0.0	-0.3	2	3	0.0	4	-4
> Cc1cc(-c2ccccc2)nc(N/N=C/c2ccco2)n1
 : i	9	-3	2.8	-0.8	10	-1	0.6	-7	9
> CCOC(=O)c1c(C)c(C(=O)NCCN2CCOCC2)c(C)n1CC
 : i	1	3	0.7	-1.8	-2	-1	-0.9	-5	-2
> CC(C)C(NC(=O)OCc1ccccc1)C(=O)NC1CCCCC1 (configuration not stated)
 : i	1	-1	0.1	-0.9	1	0	0.0	0	-12
> CC1(C(=O)NCc2ccccc2)CSCC(=O)N1C1CC1 (configuration not stated)
 : x	x	4	0.2	-1.4	3	x	-1.7	x	x
> CCN(C(=O)COC(=O)c1cc(C)oc1C)c1c(N)n(Cc2ccccc2)c(=O)[nH]c1=O
 : i	-2	-2	-0.5	0.2	0	3	-1.3	-3	-15
> Cc1cccc(OCc2nc(C)cc(=O)[nH]2)c1
 : i	-3	4	-0.7	-1.0	-3	-2	0.2	0	-4
> CC(=O)c1ccc(Oc2nc(-c3cccnc3)nc3ccccc23)cc1
 : i	1	5	0.2	0.3	0	4	1.9	7	-1
> O=C(c1ccccc1-c1nc2ccccc2[nH]1)N1CCCCC1
 : i	3	-1	-1.7	-0.2	-3	1	0.0	-1	-10
> C=CCC(NCc1ccco1)c1ccc(OC)c(OC)c1 (configuration not stated)
 : i	-2	4	0.0	-2.1	-4	2	0.2	-11	0
> CC(=O)Cc1nsc(NC(=O)c2ccc(-c3cccc(Cl)c3)o2)n1
 : i	-3	-15	4.1	-0.7	-1	-3	2.3	-11	-14
> Cc1ccc(-n2c(C)cc(/C=N/Nc3ccc([N+](=O)[O-])cn3)c2C)cc1
 : i	1	-5	0.8	-0.1	7	0	0.4	15	102*
> CC(=O)C1=C(O)C(=O)N(c2ccc(O)cc2)C1c1cccc(F)c1 (configuration not stated)
 : i	2	-6	1.9	0.5	-5	0	-1.4	0	2
> COc1ccc2[nH]c3c(c2c1)CCNC3C1CC=C(C)CC1 (configuration not stated)
 : i	-3	-1	1.1	-0.7	4	-2	-1.0	-9	-5
> CCCCn1c(N)c(N(CCC(C)C)C(=O)CN2C(=O)C3CCCCC3C2=O)c(=O)[nH]c1=O (configuration not stated)
 : i	1	-8	0.8	-0.5	0	-1	0.2	8	0
> NC(=O)c1nc(-c2ccccc2)c(-c2ccccc2)[nH]c1=O
 : i	3	-18	0.7	-0.3	-4	2	-1.9	-5	-13
> OC1CCC(Nc2ccn3nc(-c4cccc(Cl)c4)cc3n2)CC1 (configuration not stated)
 : i	-9	-3	1.5	-0.2	-2	-2	-0.5	6	x
> Cc1ccc(C(=O)Nc2nccc(-c3cccs3)n2)cc1
 : i	15	-4	1.9	-1.1	-2	1	-0.6	10	-2
> COc1ccc(C[C@H]2CN3C(=NC[C@@H]3Cc3ccc(O)cc3)N2C[C@H](C)NC(=O)c2ccc(C)c(Br)c2)cc1
 : i	13	-19	x	-0.2	5	0	2.9	13	16
> COc1ccc(OC)c(C2=CC(=O)C[C@H](c3ccc(F)cc3)C2)c1
 : i	3	-3	1.0	-0.8	1	0	1.3	5	x
> CC1CCN(C(C(=O)Nc2ccc(C(C)C)cc2)c2ccc3c(c2)OCO3)CC1 (configuration not stated)
 : i	-2	1	0.2	-0.2	-2	-2	0.6	6	-2
> COc1ccc(C(CNC(=O)c2[nH]c(C)c(C(C)=O)c2C)N2CCOCC2)cc1 (configuration not stated)
 : i	3	-5	-0.7	-0.1	0	2	-0.2	3	-12
> c1ccc2c(c1)NC1(CCCCCC1)n1c-2nc2ccccc21
 : i	0	-7	1.5	-2.2	-3	0	0.0	-4	-2
> CCOc1ccc(-c2c(C(=O)N/N=C(\C)c3ccccc3OC)nnn2-c2nonc2N)cc1
 : i	8	-3	0.2	-0.1	3	-3	-0.4	3	-6
> CC(C)(C)N(C=C(Cl)Cl)C(=O)NC1CCCCC1
 : i	2	3	-0.8	-1.5	0	-2	-2.0	-3	-5
> COc1ccc(C(=O)NCCCn2cccn2)cc1OC1CCN(C(C)=O)CC1
 : i	2	6	0.2	-0.3	-1	1	0.4	-3	-2
> Clc1nc2ccccc2cc1-c1nnn(-c2ccccc2)n1
 : i	12	-1	0.9	-0.3	-6	2	-0.2	-2	-8
> CCOc1cc(/C=N/NC(=O)c2ccc(CSc3nncn3C)cc2)ccc1OCC(=O)N1CCOCC1
 : i	6	-7	4.9*	-0.1	1	-2	-0.1	-7	5
> C=CCn1c(C)cc(C(=O)COC(=O)c2ccc(N)c([N+](=O)[O-])c2)c1C
 : i	-7	-17	0.4	0.2	5	-1	1.9	-6	-19
> CSCCC(NC(=O)C1CCC(C)CC1)C(=O)O (configuration not stated)
 : i	4	-1	0.0	0.9	-4	-3	-0.5	3	-11
> O=C1/C(=C/c2cccnc2)SC(=S)N1Cc1ccco1
 : i	-2	-33	1.1	-0.2	6	-2	-0.1	2	10
> CCOC(=O)c1c(N)c2cc([N+](=O)[O-])ccc2n1C
 : i	3	-4	1.3	-0.3	2	0	0.9	0	-15
> CC(C)(C)C(=O)N1CCC(O)(CS(=O)(=O)Cc2ccc(Cl)cc2)CC1
 : i	-1	0	0.1	-1.2	2	-3	-1.7	-2	-5
> Cc1cc(=O)n2nc(N3CCC(C(=O)NCc4ccccc4)CC3)sc2n1
 : i	1	2	-1.1	-0.2	1	2	0.6	2	-2
> O=C(O)CCCN1C(=O)/C(=C/c2ccncc2)SC1=S
 : i	1	-27	0.9	0.5	1	1	-1.4	-2	6
> CCCNC(=O)c1ccc(N2CCC3(CC2)CC(c2cccc(Br)c2)=NO3)c(NC(=O)c2ccc(Br)cc2)c1
 : i	-2	2	-0.2	-0.2	0	3	2.0	27	2
> Cc1c(C(=O)Nc2ccc(C(F)(F)F)cc2)sc2ncn(CC(=O)N3CCN(c4ccccn4)CC3)c(=O)c12
 : i	-2	-2	2.7	0.3	-2	-3	33	4	9
> CCOC(=O)CSc1ncnc2c1c(-c1ccccc1)cn2-c1ccc(OC)cc1
 : i	-1	0	3.5	0.4	-12	-2	3.2	1	-11
> CCCCOC1NC(=O)NC(=O)C1(F)C(=O)OCC (configuration not stated)
 : i	-6	0	2.4	-0.9	1	-4	0.1	3	x
> Cc1ccc(Cl)cc1NC(=O)Cn1cc2c(n1)CCCC2
 : i	3	7	-0.3	-0.3	0	-2	0.1	-2	-7
> Cc1ccc(N=Cc2c(O)n(C)c(=O)n(C)c2=O)nc1
 : i	2	-6	1.9	0.1	-2	2	0.7	2	-1
> COc1ccc(-c2csc(C(NC(C)=O)c3ccc(F)c(F)c3)n2)cn1 (configuration not stated)
 : i	5	-8	0.3	0.5	-6	-1	-1.0	1	x
> CC(C)Cn1c(N)c(C(=O)COC(=O)Cc2cccc(C(F)(F)F)c2)c(=O)n(C)c1=O
 : i	0	-3	-0.5	0.0	-1	1	1.2	-4	-4
> CCOC(=O)c1ccc(N2CCCCC2)c(NS(=O)(=O)c2ccc(C)cc2)c1
 : i	2	-1	1.1	-0.1	-2	5	2.1	4	-4
> C=CCN(c1ccccc1)S(=O)(=O)c1cccc(C(=O)N2CCCC2)c1
 : i	-3	-21	-0.5	-0.1	-3	0	-9.2	4	-6

# Screening results deposited in PubChem by several laboratories.
